Compound activity: PubChem BioAssay, Fisher Drug Discovery Resource Center
NPYLR7 agonist: activates Aedes aegypti NPYLR7 receptor | activation, % at 10 µM | AID 1259423 | 270,000 compounds, 0.15% hits | HEK293T NPYLR7/Galpha15, GCaMP6s calcium fluorescence; in the data active = activation above about 40%;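 also: 0% = vehicle and 100% = reference agonist at the receptor; some compounds past the cut are filed as inactive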
mcGAS inh: inhibitors of mouse cGAS; Q8C6L5; recombinant cGAS, Kinase-Glo ATP depletion luminescence; inhibition, % at 12.5 µM; 160,000 compounds, 0.15% hits; AID 1259399;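 also: 0% = negative control wells and 100% = reference inhibitor with no enzyme activity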
hcGAS lum: blocks human cGAS activity | inhibition, % at 12.5 µM | recombinant h-cGAS, ATP depletion, Kinase-Glo luminescence | Q8N884 | AID 1259398 | 290,000 compounds, 0.081% hits;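 also: 0% = vehicle reaction and 100% = reaction without DNA for no activity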
Target sequence (Q8N884 whole entry, looked up): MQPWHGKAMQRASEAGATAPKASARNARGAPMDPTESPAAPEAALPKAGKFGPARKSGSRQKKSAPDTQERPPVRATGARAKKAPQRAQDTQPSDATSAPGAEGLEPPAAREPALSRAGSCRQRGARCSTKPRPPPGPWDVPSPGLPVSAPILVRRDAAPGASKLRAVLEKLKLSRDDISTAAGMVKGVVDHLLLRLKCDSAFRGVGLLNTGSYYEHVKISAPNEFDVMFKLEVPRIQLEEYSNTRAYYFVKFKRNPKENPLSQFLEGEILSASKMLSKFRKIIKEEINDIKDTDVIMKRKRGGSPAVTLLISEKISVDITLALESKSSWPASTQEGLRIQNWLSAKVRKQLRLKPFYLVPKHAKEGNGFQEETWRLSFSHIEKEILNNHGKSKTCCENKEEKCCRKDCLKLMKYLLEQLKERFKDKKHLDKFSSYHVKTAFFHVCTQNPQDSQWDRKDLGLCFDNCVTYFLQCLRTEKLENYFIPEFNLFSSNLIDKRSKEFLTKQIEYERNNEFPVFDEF
Starred values were filed as active, the others as inactive; nt = no result given; & = joins results of further samples. Rule as the data show it, unless noted: active = inhibition above about 40%; inactive = the rest.

SMILES,NPYLR7 agonist,mcGAS inh,hcGAS lum
COc1ccc(C2=NN(C(=O)CN3CCc4ccccc4C3)C(c3ccccc3C)C2)cc1 (stereo not drawn),-3,-2,2
COc1ccc(COc2ccccc2C(N)=O)cc1F,5,nt,-6
c1ccc(-c2ncn(CCc3cnn(-c4ccccc4)c3)c2-c2cnc[nH]2)cc1,-1,nt,-10
COc1ccccc1C(=O)N(CC(=O)N1CC(=O)N(c2ccc(Cl)cc2)C1)Cc1ccco1,-4,-5,-16
Cc1nc(C(C)C)ncc1C(=O)N1CCC(c2ccccc2C(=O)O)C1 (stereo not drawn),-7,nt,-7
CN1CCCC(C)(C(=O)Nc2ccc(-n3cccc3)cc2)C1 (stereo not drawn),2,nt,-13
O=C(CN1CSCC1=O)NN(c1ccccc1)c1ccccc1,13,nt,3
O=C(Nc1ccc(OC(F)F)cc1OC(F)F)c1ccc2c(c1)COC2,-8,-18,-8
c1cncc(CN(CC2CCN(C3Cc4ccccc4C3)CC2)CC2CCCO2)c1 (stereo not drawn),15,nt,-8
CC1CCC(NC(=O)CCCn2c(=S)[nH]c3cc4c(cc3c2=O)OCO4)CC1 (stereo not drawn),-2,nt,10
COc1ccc(NC(=O)NCCCn2nc(-c3ccc(OC)cc3)ccc2=O)cc1,-2,nt,4
CS(=O)(=O)CCOCCNC(=O)c1cc2c(cc1O)CCCC2,5,nt,0
C#CCOc1ccc(CN2CCOC3(COCCN(C(=O)CC)C3)C2)cc1 (stereo not drawn),-3,nt,-1
CN(C1(C)CCS(=O)(=O)C1)S(=O)(=O)c1ccc(F)cc1 (stereo not drawn),2,nt,-3
CC(=O)Nc1ccc(Cl)c(NC(=O)c2ccc(Cl)cc2)c1,4,nt,-10
CCOC(=O)c1nn(C)c2c1CN(Cc1ccc(N(C)c3ccccc3)cc1)CC2,7,-16,-2
CCC(C1=CCCN(Cc2cn3cc(C)ccc3n2)C1)N(C)C(C)=O (stereo not drawn),nt,-11,-8
CCc1ccc(S(=O)(=O)NCCOc2ccc(-c3ccc(F)cc3)nn2)s1,-8,-5,-2
Cn1c(-c2c(-c3ccccc3)ncn2CCN2CCCC(O)C2)cc2ccccc21 (stereo not drawn),nt,-10,-6
COc1cc(NC(=O)C2CC2)c(OC)cc1Cl,-5,nt,3
Cc1ncc(CN2CCCC(CCNS(C)(=O)=O)C2)[nH]1 (stereo not drawn),0,nt,-8
CCOC(=O)c1c(C)[nH]c(C(=O)CSc2ncccn2)c1C,2,nt,-9
CC(NCC(=O)N1CCC(c2ccccc2)=N1)c1ccc(F)cc1F (stereo not drawn),4,-8,-13
CC(C)CNc1nnc(SCC(=O)NCc2ccc(F)cc2)s1,-3,-2,-6
COc1ccc(C2C3C(=O)CC(C)(C)CC3=Nc3ccccc3N2C(=S)Nc2ccccc2)cc1 (stereo not drawn),-10,-1,-5
CN(C)CC(NC(=O)c1ccc2c(c1)OCO2)c1ccccc1 (stereo not drawn),6,nt,-7
COC(=O)Cn1c(=O)n(C)c2c(=O)n(C)c(=O)n(C)c21,-2,nt,-3
O=C(NC12CC3CC(CC(C3)C1)C2)C(F)(F)F,nt,-2,0
CC(C(=O)N(C)C)N(C)Cc1ccccc1-c1ccco1 (stereo not drawn),nt,-14,-7
CCN(CC)[P+](C)(c1nc2ccccc2n1C)N(CC)CC,2,nt,-8
CC/C=C(/C)C(=O)N1CSCC1C(=O)N1CCN(C(C)=O)CC1 (stereo not drawn),10,nt,0
Fc1ccc(-c2nc(CSc3nnnn3C3CC3)cs2)cc1,1,nt,-3
C=c1[nH]/c(=C/c2ccccc2)c(=O)n1-c1ccc2[nH]c(=O)[nH]c2c1,-3,-4,-5
COCCNCC(=O)N(CCc1c[nH]c2ccccc12)Cc1ccc(C(F)(F)F)cc1,-2,-7,-11
Cc1cc2oc3c(c(=O)c2cc1C)C(c1ccccc1)N(c1nccs1)C3=O (stereo not drawn),7,nt,-3
COc1ccc(-c2cn3c(C)c(C(=O)N4c5ccccc5CC4C)sc3n2)cc1 (stereo not drawn),-1,-6,-1
CNc1cncc(-c2ccccc2NS(C)(=O)=O)n1,2,nt,-11
CSCc1c(C(=O)N2CCCc3ccccc32)oc2ccccc12,0,-11,-3
Cc1ccc(C)c(SC(C)C(=O)Nc2sccc2C(N)=O)c1 (stereo not drawn),-3,nt,-6
CC1(C(=O)Nc2ccc3c(c2)OCO3)CCN1Cc1ccccc1OC(F)F (stereo not drawn),6,nt,-9
COc1ccc(/C=C/CN2CCCC(CNS(=O)(=O)c3ccc(OC)cc3)C2)cc1 (stereo not drawn),2,nt,-6
Cc1cc(-c2ccccc2)n(-c2n[nH]c(=S)n2N)n1,-11,nt,-7
CCn1nc(C)cc1C(=O)N1CCCCC1CCn1ccnc1 (stereo not drawn),7,nt,-6
CCOC(=O)Cn1c(=O)c2c(nc3n(-c4ccc(Cl)cc4)c(C)cn23)n(C)c1=O,1,nt,-6
Cc1ccc(C2(O)CCN(C(=O)C3CCCCn4nnnc43)CC2)nc1 (stereo not drawn),6,nt,-4
COc1cccc(OC)c1OCCNCC1COc2ccccc2O1 (stereo not drawn),-5&-4,-6&-4,-7&-5
O=S(=O)(c1cccc(C(F)(F)F)c1)N1CCN(c2nc3ccccc3nc2-c2ccccc2)CC1,14,0,-3
COc1ccc(NC2CCCN(C(=O)c3cccc(-n4nc(C)cc4C)c3)C2)cc1OC (stereo not drawn),21,-6,-5
CCC(=O)N1CCC(CN2C(=O)CSC2c2cccc(C(F)(F)F)c2)CC1 (stereo not drawn),8,-3,-2
Cc1cnc(NCCCn2cccn2)nc1-c1cnn(C)c1,-7,-13,-5
Cn1cc(C#N)cc1C(=O)Nc1nc2ccccc2nc1N1CCCC1,5,nt,-12
COc1ccc(N2CCN(C(=O)C3CCCCC3C(=O)N3CCOCC3)CC2)cc1 (stereo not drawn),-4,-4,-8
O=c1[nH]c2ccc(S(=O)(=O)N3CCOCC3)cc2[nH]1,0,nt,1
Cc1nc2sc3c(=O)[nH]nnc3c2c(C)c1Cl,8,nt,9
O=C(Cn1nc(C2CC2)c2cnn(-c3cccc(Cl)c3)c2c1=O)N1CCc2ccccc21,-2,nt,3
COc1ccc(N2CCN(C(=O)c3cc(=O)c(OCc4ccccc4)c[nH]3)CC2)cc1,11,nt,-2
CC1NCCn2c(-c3nn[nH]n3)ccc21 (stereo not drawn),-1,nt,2
O=C1OCCC1Sc1nnc(-c2cccs2)n1C1CC1 (stereo not drawn),-4,nt,-1
CN(C)c1ccc(C=NNC(=O)c2n[nH]c3c2CCC3)cc1,8,-8,-9
COc1ccc(CC(=O)Nc2nnc(C(C)(C)C)s2)cc1,-6,1,2

2 compounds drawn at random from those above, as already listed:
SMILES,NPYLR7 agonist,mcGAS inh,hcGAS lum
CN(C)c1ccc(C=NNC(=O)c2n[nH]c3c2CCC3)cc1,8,-8,-9
CC1NCCn2c(-c3nn[nH]n3)ccc21 (stereo not drawn),-1,nt,2

The main list resumes, repeating the seven entries before the break.
SMILES,NPYLR7 agonist,mcGAS inh,hcGAS lum
Cc1nc2sc3c(=O)[nH]nnc3c2c(C)c1Cl,8,nt,9
O=C(Cn1nc(C2CC2)c2cnn(-c3cccc(Cl)c3)c2c1=O)N1CCc2ccccc21,-2,nt,3
COc1ccc(N2CCN(C(=O)c3cc(=O)c(OCc4ccccc4)c[nH]3)CC2)cc1,11,nt,-2
CC1NCCn2c(-c3nn[nH]n3)ccc21 (stereo not drawn),-1,nt,2
O=C1OCCC1Sc1nnc(-c2cccs2)n1C1CC1 (stereo not drawn),-4,nt,-1
CN(C)c1ccc(C=NNC(=O)c2n[nH]c3c2CCC3)cc1,8,-8,-9
COc1ccc(CC(=O)Nc2nnc(C(C)(C)C)s2)cc1,-6,1,2
O=C(Cc1ccccc1)NNC(=O)c1cccs1,-3,nt,-6
CCSc1ncc(-c2c(-c3ccccc3)ncn2CC2CCN(C)C2)cn1 (stereo not drawn),-2,3,6
COc1ccc2c(c1OC)C(=O)N(c1nc3ccc(C)cc3s1)C2=O,-10,nt,1
CC1CCCCN1C(C)CNC(=O)N(C)C1CCS(=O)(=O)C1 (stereo not drawn),-1,nt,1
COC(=O)c1c(NC(=O)c2ccccc2Cl)sc2c1CCC2,-6,-4,-3
c1ccc(-c2noc(CC3CCCCC3)n2)nc1,10,-3,-4
O=C(c1cccc([N+](=O)[O-])c1)N1CCN(c2ccc(Nc3ccccc3)nn2)CC1,-3,-8,-6
Cc1cccc(COC(CN2CCN(C(=O)c3cc(C)nc(Cl)c3)CC2)c2ccc(Cl)cc2)c1 (stereo not drawn),-1,-7,-4
Cc1ccc(C2CC(c3ccc(C)cc3C)=NN2C(=O)CN(C)C2CCCCC2)cc1 (stereo not drawn),-1,-3,-4
N#Cc1ccc(OCC(O)CN2CCCC3CCCCC32)cc1 (stereo not drawn),-18,nt,-9
O=C(Cc1ccccc1)n1nc(-c2cccnc2)nc1NCc1ccccc1,6,nt,-3
O=C(Nc1cccc(-c2cccc(Cl)c2)c1)C1CCN(C(=O)C2CCCO2)CC1 (stereo not drawn),-4&9,nt,2&-13
Cc1cccc(NC(=O)C(C)Sc2nnc(-c3cccs3)o2)c1 (stereo not drawn),7,nt,-14
C=CCn1cnc2c(nnn2-c2ccc(Cl)cc2)c1=O,-5,-8,-6
Cc1ccnn1CC(=O)N1CCCCC1c1cccc(F)c1 (stereo not drawn),11,nt,-10
CNCC(O)C(O)C(O)C(O)CO (stereo not drawn),-3,-5,-8
CN1CCCn2nc(C3CCN(C(=O)NC4CCCC4)CC3)cc2C1=O,nt,-4,-2
COc1ccc(N2CCN(C3CCCN(C(=O)c4ccccc4Cl)C3)CC2)cc1 (stereo not drawn),15,nt,-4
COc1cccc(CN(CC2CC(c3ccc(Cl)c(Cl)c3)=NO2)C(=O)c2cccc(F)c2)c1 (stereo not drawn),3,1,2
C[C@@H](NC(=O)c1ccc(SCC(=O)c2ccc(Cl)cc2)nc1)C(C)(C)C,-1,-5,-5
COc1ccc(CN(C(=O)c2ccc(Cl)cc2)C(C)C)cc1OCc1nc(CO)cs1,-6,-4,-7
Cn1c(=NC(=O)CCS(=O)(=O)c2ccc(F)cc2)sc2cc(F)ccc21,-1,-8,-9
CN1CCCC2(CCN(Cc3cccc(OCc4ccccc4)c3)C2)C1=O (stereo not drawn),-6,-9,-6
CCCOC(=O)C1=C(C)N(C)C(=O)NC1c1ccccc1[N+](=O)[O-] (stereo not drawn),-3,-5,-7
CC(C)n1c(=O)[nH]c2cc(C(=O)NC(C3CC3)C3CC3)ccc2c1=O,2,nt,-3
COc1cccc(-c2nnc(SCc3ccc(C(=O)NCc4ccc(F)cc4)cc3)n2-c2ccccc2OC)c1,6,-6,-3
O=C1CN(S(=O)(=O)c2ccc(C(=O)N(Cc3c(F)cccc3Cl)C3CC3)cc2)CCN1,-3,nt,-6
CCOC(=O)c1sc(CC(=O)Nc2ccc(CC)cc2)nc1C,2,-3,1
CCOc1cc(C(=O)N2CCN(c3nc(C)cs3)CC2)ccc1OCC(C)C,4,nt,-3
COC(=O)c1ccc(C)c(-n2c(N)c(C(=O)NCc3ccccc3OC)sc2=S)c1,17,-8,-8
Cc1ccc(-n2nc(C(C)(C)C)cc2NC(=O)CN(Cc2ccco2)C(=O)c2ccc(C)c([N+](=O)[O-])c2)c(C)c1,1,2,-2
O=S(=O)(CC(O)CO)C1Cc2ccccc2C1 (stereo not drawn),-1,-15,-7
COc1cccc(-c2nc3c(Nc4ccccc4)nccc3[nH]2)c1F,-1,-7,-7
O=C(NC1CCN(C(=O)c2ccco2)CC1)c1ccccc1C(=O)c1ccc(Cl)cc1,8,-8,-10
COc1ccc(S(=O)(=O)Oc2cc(CN(C(=O)C3CCC3)C3CC3)ccc2OC)cc1,15,-5,-9
CC1CCCCN1C(=O)C(C1CCCC1)N1CCN(C(=O)c2ccccc2C(F)(F)F)CC1 (stereo not drawn),9,-3,-2
N#Cc1c(SCC(=O)c2ccc(Cl)cc2)nc2c(c1-c1ccncc1)CCCC2,15,-2,1
C(=NN1CCOCC1)c1nc(-c2ccccc2)n2ccccc12,-4,-5,-3
CNC(=O)[C@@]1(OCc2cccc(Cl)c2)CC(OCc2ccccc2C#N)[C@@H]2OC(C)(C)O[C@@H]2C1 (stereo partly drawn),16,-5,-2
CNCCC(Oc1ccccc1C)c1ccccc1 (stereo not drawn),1,-4,4
CCn1cc(C(=O)NCc2cccnc2N2CCc3ccccc3C2)cn1,1,nt,-6
CCCCCc1ccc(C(=O)N(Cc2ccccc2)Cc2cccn2Cc2ccccc2)cc1,nt,-3,1
COc1cccc(-c2cc(-c3ccc(C(=O)N4CCC(C(F)(F)F)CC4)cc3)[nH]n2)c1,3,2,2
COc1cccc(N2CC(C(=O)N(Cc3ccsc3)C3CC3)CC2=O)c1 (stereo not drawn),18,nt,-6
Cc1cccc(NC(=O)COc2ccc(Br)cc2)n1,20,nt,-17
CC(C)Cc1noc(C(C)NC2CCN(c3ccc4c(c3)OCO4)CC2)n1 (stereo not drawn),12,nt,-6
